procasp7 counter: counter-screen for procaspase-3 activators: activators of human procaspase-7. actives 0.093% (n = 330,000). P55210. activation, % at 8.5 µM. recombinant procaspase-7, Ac-DEVD-pNA absorbance 405 nm; D23A/D198A/D206A triple mutant, cannot self-cleave; scale: DMSO 0, 5 µM enzyme 100;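 active = percent activation above the screen-wide mean plus 3 SD, cut at about 25% in these data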
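Assay system: Uncleavable procaspase-7 mutant enzyme; Input: 2 µM procaspase-7 mutant as dispensed; Also added: DEVD-pNA substrate; Medium: Zinc-free HEPES pH 7.4 with 300 mM NaCl, 0.01% Triton X-100; Timing: 1 h compound preincubation, 2 h substrate cleavage, 25 °C; Measured by: Epi-absorbance of released pNA at 405 nm, two timepoints.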
procasp3 activ: activators of human procaspase-3; P42574; recombinant procaspase-3 D3A, Ac-DEVD-pNA absorbance 405 nm; activation, % at 8.5 µM; actives 0.11% (n = 330,000); AID 463141;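 active = activation above the mean of all tested compounds plus 3 SD, cut at about 21% in these data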;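 also: 0% = DMSO alone and 100% = DMSO wells spiked with extra 5 µM PC-3 D3A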
Target sequence (P42574 whole entry D9A/D28A/D175A): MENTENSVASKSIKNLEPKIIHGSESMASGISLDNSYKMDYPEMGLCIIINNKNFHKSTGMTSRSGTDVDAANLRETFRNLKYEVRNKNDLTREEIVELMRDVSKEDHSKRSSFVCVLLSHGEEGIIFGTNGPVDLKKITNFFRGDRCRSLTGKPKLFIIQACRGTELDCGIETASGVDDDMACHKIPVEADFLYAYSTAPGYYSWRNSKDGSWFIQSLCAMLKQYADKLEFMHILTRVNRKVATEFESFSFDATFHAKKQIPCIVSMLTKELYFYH
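material = Procaspase-3 D3A mutant | probe or stimulus = Ac-DEVD-pNA | compound = single dose, 8.5 µM nominal compound, 0.8% DMSO | timing = 1 h preincubation, 2 h reaction | measured by = 405 nm absorbance of p-nitroaniline, reads at 0 and 120 min | benchmarks = DMSO-only low control, 5 µM PC-3 D3A high control | repeats = singlicate, each compound tested once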
PP5 primary: blocks human protein phosphatase 5 activity; P53041; purified PP5c, OMFP substrate fluorescence; inhibition, % at 6.7 µM; actives 0.18% (n = 320,000); AID 1987;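 active = inhibition above the campaign's mean inhibition across all tested compounds plus 3 SD, cut at about 9.5% in these data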;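 also: 0% = DMSO only and 100% = 100 µM cantharidin control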
Target sequence (P53041 whole entry, looked up): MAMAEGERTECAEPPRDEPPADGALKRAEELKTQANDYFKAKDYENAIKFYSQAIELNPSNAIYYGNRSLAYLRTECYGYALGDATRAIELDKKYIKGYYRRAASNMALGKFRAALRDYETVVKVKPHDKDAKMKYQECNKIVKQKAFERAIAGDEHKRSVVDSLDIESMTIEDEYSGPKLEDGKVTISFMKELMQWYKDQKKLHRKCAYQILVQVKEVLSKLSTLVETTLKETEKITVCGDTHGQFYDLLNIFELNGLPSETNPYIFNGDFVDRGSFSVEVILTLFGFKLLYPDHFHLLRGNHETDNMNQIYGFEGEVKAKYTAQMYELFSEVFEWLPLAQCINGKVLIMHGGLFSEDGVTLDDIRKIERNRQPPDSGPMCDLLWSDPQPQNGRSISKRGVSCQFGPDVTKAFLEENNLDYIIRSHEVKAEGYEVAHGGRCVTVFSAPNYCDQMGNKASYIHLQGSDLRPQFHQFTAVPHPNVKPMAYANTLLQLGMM
JMJD2C inh: blocks human GASC-1 demethylase activity; GST-JMJD2C(1-420) H3K9me3 demethylation, DELFIA europium; inhibition, % at 2.35 µM; actives 0.069% (n = 330,000); AID 2099;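 active = more than half of a compound's replicate wells show inhibition beyond 50%, single wells judged on their own value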;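 also: signal counts dimethyl H3K9 product captured on neutravidin plate; 0% = median of DMSO wells and 100% = 0.3 times that DMSO median; strong numbers were not always called active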
CTSL1 counter: cathepsin L1 inhibition, PFM18AAP counter-screen | recombinant F. hepatica cathepsin L1, Z-Leu-Arg-MCA fluorescence | inhibition, % at 5.96 µM | actives 0.49% (n = 300,000) | AID 1906;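 active = inhibition above the mean of all tested compounds plus 3 SD, set per screening campaign, cut at about 17% in these data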;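 also: 0% = plate median of test compound wells and 100% = 1 µM Z-Phe-Ala-diazomethylketone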
Efflux pump inh: blocks antifungal efflux pumps in multiplex yeast assay | S. cerevisiae Candida pump triplex, Nile Red efflux | inhibition, % at 10 µM | actives 0.44% (n = 330,000) | AID 485275;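 active = plate passing quality check with inhibition over a set limit, or well fluorescence over plate mean plus 4 SD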;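 also: Nile Red retained in pooled yeast measured as flow cytometry median fluorescence; 0% = buffer negative control and 100% = Enniatin B positive control; higher means more Nile Red kept so more efflux inhibition; some compounds called inactive have numbers as strong as hits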
TPT1 inhibitor: inhibitors of Candida albicans tRNA 2'-phosphotransferase TPT1. inhibition, % at 5 µM. actives 0.81% (n = 300,000). AID 1962. recombinant caTPT1, FP RNA substrate dephosphorylation;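 active = inhibition above the mean of all tested compounds plus 3 SD, set per screening campaign, cut at about 24% in these data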;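 also: plate controls were DMSO alone for no effect and ferristatin control at 100 nM for full effect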
core dimer inh: HCV core protein dimerization inhibition. inhibition, % at 5 µM. actives 0.33% (n = 300,000). AID 1899. TR-FRET GST/Flag-core106 dimerization, 1536-well;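 active = inhibition above the mean of all tested compounds plus 3 SD, set per screening campaign, cut at about 45% in these data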
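Material: GST/Flag-tagged HCV core106 proteins. Incubation: 4 h, 22.5 °C incubation. Read-out basis: inhibition (%) from 671 over 617 nm ratio. Measured by: TR-FRET, excitation 340 nm, emission 617 and 671 nm.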
PP1 counter: blocks human PP1-alpha phosphatase, a PP5 counter-screen. P62136. purified PP1alpha, OMFP fluorescence. inhibition, % at 6.7 µM. actives 0.9% (n = 320,000);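 active = inhibition above the mean inhibition of all tested compounds plus 3 SD, computed separately for each screening campaign, cut at about 15% in these data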
Target sequence (P62136 whole entry, looked up): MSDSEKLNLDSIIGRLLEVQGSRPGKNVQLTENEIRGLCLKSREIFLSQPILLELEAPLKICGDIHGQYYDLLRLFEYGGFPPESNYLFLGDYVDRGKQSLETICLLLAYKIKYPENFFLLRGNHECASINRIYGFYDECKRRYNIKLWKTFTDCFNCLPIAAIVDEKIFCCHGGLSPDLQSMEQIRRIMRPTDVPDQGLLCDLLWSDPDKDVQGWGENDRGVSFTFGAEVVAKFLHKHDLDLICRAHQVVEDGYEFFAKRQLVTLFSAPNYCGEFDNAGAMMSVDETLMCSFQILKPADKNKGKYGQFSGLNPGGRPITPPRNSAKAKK
* marks the source's active call; other numbers are inactive results; . = not tested or not shown.

SMILES	procasp7 counter	procasp3 activ	PP5 primary	JMJD2C inh	CTSL1 counter	Efflux pump inh	TPT1 inhibitor	core dimer inh	PP1 counter
COc1cccc(CNC(=O)c2ccc3c(c2)S(=O)(=O)N=C2CCCCCN23)c1	3.1	5.0	-2.1	7.6	1.0	0.0	-0.1	-8.6	-4.1
COc1ccc(C(=O)Nc2ccccc2C(=O)O)cc1Cl	1.7	3.2	2.3	-5.1	-0.6	-2.4	1.2	-4.6	-3.1
O=C(Cn1nc(Br)nc1Br)c1ccccc1	-5.7	-6.0	-0.9	-1.3	-5.8	-0.2	1.6	1.1	3.2
O=C(CS(=O)(=O)Cc1ccccc1)NCC1CCCO1 (stereo unspecified)	7.5	9.0	-0.7	9.6	3.8	-0.3	-2.2	0.4	-0.8
O=C(CN1CCCCC1)Nc1cccc(Br)c1	5.2	-3.0	-2.2	0.7	-3.0	-0.1	-4.8	-1.6	-0.7
C=CCN1CCc2c(cc(O)c(O)c2Br)[C@@H](c2ccccc2)C1	-6.0	-15.9	2.0	4.5	-1.6	-0.3	-1.3	-5.2	3.6
CC(C)c1cc(CN2CCN(C3CCCC3)C(CCO)C2)[nH]n1 (stereo unspecified)	-2.6	-0.6	1.6	-19.8	0.3	0.3	0.8	-0.1	-4.2
O=S(=O)(Nc1ccc(Cl)cn1)c1cnc(Cl)c(Br)c1	4.5	-2.4	0.7	0.7	13.4	-0.1	-0.8	2.8	5.3
Fc1cccc(CCN2C(=S)NC[C@@H]2Cc2ccccc2)c1	-7.0	5.5	1.4	-19.4	3.2	-0.1	-3.7	-4.1	3.6
Cc1csc(N/N=C/c2ccc(O)c([N+](=O)[O-])c2)n1	-20.1	-13.9	0.9	-3.2	4.2	-0.1	0.8	-33.9	-0.6
O=C(Nc1cccc(C(=O)Nc2ccc(Br)cc2)c1)c1ccccc1	17.2	3.2	-0.4	2.5	4.3	-0.1	2.4	19.1	1.6
O=C(Nc1ccc(Cl)cc1)C1(S(=O)(=O)c2ccccc2)CC1	1.0	7.1	.	-3.6	.	0.0	.	.	.
Cc1cccc(N2CCN(C(=O)c3cccc(N4C(=O)C5C6C=CC(C6)C5C4=O)c3)CC2C)c1 (stereo unspecified)	4.9	9.8	1.5	0.6	2.0	0.0	0.9	8.6	0.9
COc1cccc(-c2nnc(Nc3nc4c(F)cccc4s3)o2)c1	1.1	1.4	0.3	-4.9	3.6	0.0	-0.7	6.5	5.0
Fc1ccc(N2CCN(Cc3c[nH]c4ccccc34)CC2)cc1	10.1	5.8	-2.4	12.7	-1.6	-0.1	-3.3	-2.1	-3.6
CCSc1nnc2c(n1)OC(C)(C)Nc1ccccc1-2	-17.3	-18.9	2.2	4.5	1.0	0.0	5.5	1.9	-3.8
COc1ccccc1N1CCN(C2CCCN(C(=O)c3cccc(-c4ccco4)c3)C2)CC1 (stereo unspecified)	-5.8	-5.7	3.5	-3.7	0.1	3.8	2.3	7.6	-3.4
CC(C)(C)N/N=C/c1cc(Cl)cc([N+](=O)[O-])c1O	2.1	-2.1	-1.6	-0.8	3.3	-0.1	0.8	6.6	-4.3
COc1ccc(-c2ccc(SCC(=O)NCc3ccco3)nn2)cc1OC	-7.6	1.9	2.0	8.3	1.7	0.3	0.5	3.7	-2.8
Cc1ccc(-c2cc(C(=O)NCCCn3ccnc3)c3ccccc3n2)s1	-5.5	-1.3	-0.9	3.0	2.7	0.1	0.1	4.4	1.9
CS(=O)(=O)c1ccc2nc(NC(=O)c3ccc(NS(=O)(=O)c4ccc(F)c(F)c4)cc3)sc2c1	8.9	3.0	1.1	-0.8	10.1	0.1	6.6	15.5	6.8
CCOc1cc(S(=O)(=O)NC2CCCCC2)ccc1F	0.2	1.8	-1.7	-4.9	-0.2	0.2	13.1	4.3	-1.0
CCc1nc2sccc2c(=O)n1N	7.1	1.1	1.3	-0.8	-1.8	0.0	-1.8	-3.3	1.7
O=C(O)c1ccc(NC(=O)c2cn(-c3ccccc3)nc2-c2cccc(Cl)c2)cc1	6.1	0.1	4.6	-7.8	1.9	0.1	1.4	23.6	9.3
O=C(O)CCC(=O)NCc1cn(-c2ccccc2)nc1-c1cccc(Br)c1	-11.4	8.0	3.0	2.1	-3.6	0.1	1.1	-1.4	3.3

2 entries from above, reformatted.
structure,procasp7 counter,procasp3 activ,PP5 primary,JMJD2C inh,CTSL1 counter,Efflux pump inh,TPT1 inhibitor,core dimer inh,PP1 counter
O=C(CN1CCCCC1)Nc1cccc(Br)c1,5.2,-3.0,-2.2,0.7,-3.0,-0.1,-4.8,-1.6,-0.7
C=CCN1CCc2c(cc(O)c(O)c2Br)[C@@H](c2ccccc2)C1,-6.0,-15.9,2.0,4.5,-1.6,-0.3,-1.3,-5.2,3.6

Going on with the list:
SMILES	procasp7 counter	procasp3 activ	PP5 primary	JMJD2C inh	CTSL1 counter	Efflux pump inh	TPT1 inhibitor	core dimer inh	PP1 counter
CC(C)NC(=O)c1ccc2c(=O)n(Cc3ccco3)c(=S)[nH]c2c1	-2.4	2.0	-0.8	-8.5	-2.1	0.0	-1.8	0.3	-3.7
Cc1ccc(N2CCCCn3c2nc2c3c(=O)n(CC(=O)O)c(=O)n2C)cc1	2.4	8.2	0.9	-6.2	5.1	0.2	-1.1	0.3	-5.0
COc1ccc(CC(=O)NNS(=O)(=O)c2ccc(F)cc2)cc1OC	2.4	10.1	-0.9	-3.3	-2.6	0.0	2.3	1.4	-0.3
CCOC(=O)c1nnn(-c2nn3nnnc3c3ccccc23)c1C	-6.5	-1.9	1.1	9.8	-0.1	0.0	-9.0	-0.7	-1.7
O=S(=O)(NCCc1csc(-c2ccccc2)n1)c1cccnc1	-3.4	-0.1	-2.4	1.7	-1.6	0.3	0.2	-2.1	0.3
COc1cc(-c2noc(C)c2C(=O)NCCc2ccccc2)cc(OC)c1OC	3.8	0.9	.	20.0	.	-0.2	.	.	.
CC(=O)Nc1ccc(NC(=O)c2ccc(Cn3cc(Cl)cn3)cc2)cc1	2.0	5.1	-2.0	-5.4	-2.3	-0.1	-2.4	4.2	-1.7
Cc1ccc(N2C(=O)C3C=NNC3C2=O)cc1 (stereo unspecified)	5.0	-8.4	2.6	0.8	4.8	-0.1	1.3	-3.2	-0.4
CCOc1cc(N2CCOCC2)c(OCC)cc1NC(=O)CN1CCN(Cc2ccc3c(c2)OCO3)CC1	-0.7	2.0	-1.9	0.0	0.7	-0.1	-1.4	-3.7	-3.0
CC(NC(=O)C1CCCN1S(=O)(=O)c1cccc2nsnc12)c1ccccc1 (stereo unspecified)	5.5	2.1	3.1	7.4	-2.6	0.0	0.7	-6.2	3.6
O=C(CCc1ccccc1)Oc1ccccc1[N+](=O)[O-]	8.4	-4.1	-3.4	1.8	0.3	0.1	0.2	3.7	-1.7
CC(=O)OCCN(C)c1cc(SC(C)C)c2nonc2c1[N+](=O)[O-]	-0.6	-2.1	1.4	0.2	0.6	0.1	-1.2	-1.9	-5.8
Cc1cc(N2C(=O)CCC2=O)n(-c2ccccc2)n1	4.5	5.9	-0.9	-47.9	-0.5	0.0	1.8	2.8	-2.7
CCn1cc(C(=O)O)c(=O)c2cc(F)c(N3CCN(C(=S)NC(=O)c4ccccc4Br)CC3)cc21	-9.6	-10.2	-0.1	-0.2	2.4	-0.2	-1.7	7.2	11.3
CCOC(=O)C1=C(N)N2C(=O)C(C)SC2=C(C(=O)OC)C1c1cccc(OC)c1 (stereo unspecified)	16.3	8.9	-0.1	1.5	3.3	-0.2	2.4	5.9	-1.6
O=C(CC12CC3CC(CC(C3)C1)C2)NCCN1CCOCC1	0.5	6.3	2.1	.	-0.6	0.0	0.3	-1.3	-2.2
COc1ccc(C(=O)NCC(c2cccnc2)N2CCN(c3ccccc3OC)CC2)cc1OC (stereo unspecified)	-6.1	-0.4	-1.1	8.3	-1.9	0.1	-2.4	1.9	2.5
COC(=O)N1N=C(c2ccc(Br)cc2)CC1(O)C(F)(F)F (stereo unspecified)	8.3	-1.9	-1.2	-6.7	-0.3	0.0	-5.2	-7.0	-0.1
CC(=O)c1cccc(NC(=O)c2ccccc2N(Cc2ccccc2)S(C)(=O)=O)c1	-0.6	-0.5	1.6	7.6	0.6	-0.2	1.9	-0.3	0.4
COc1cc(CN2CCN(C3CCC3)CC2CCO)cc(OC)c1 (stereo unspecified)	-3.4	-3.7	3.2	45.4	-6.2	0.2	-0.8	-4.2	0.5
O=C(Nc1ccccc1F)c1ccc2ncsc2c1	-14.6	-6.3	-2.7	10.8	3.3	0.0	-0.5	1.3	-2.3
CC1CCCCN1C(=O)c1cc(-c2ccc(Cl)c(Cl)c2)on1 (stereo unspecified)	9.2	-2.1	1.0	2.0	1.1	0.0	-1.9	7.1	-3.6
Cn1c(SCc2ccc([N+](=O)[O-])cc2)nnc1-c1ccncc1	0.2	-0.5	-0.1	0.9	0.7	-0.1	-1.5	-3.1	-3.1
COc1cccc(-c2nnc(SCC(=O)Nc3ccc(S(N)(=O)=O)cc3)n2C)c1	1.6	4.6	0.4	5.0	-1.6	-0.1	-2.0	7.4	-2.8
CC1CCC2C(=O)N(c3cccc(C(=O)Nc4ccc(F)cc4)c3)C(=O)C2C1 (stereo unspecified)	-3.2	9.2	3.1	8.6	-0.7	0.2	1.4	4.1	-2.7
COc1ccc(NCc2nc3ccccc3n2CCOc2ccc(C)cc2)cc1	1.0	1.7	0.7	27.0	-3.5	0.4	1.7	-0.6	8.8

Structures listed so far that contain a Cl atom (7):
SMILES	procasp7 counter	procasp3 activ	PP5 primary	JMJD2C inh	CTSL1 counter	Efflux pump inh	TPT1 inhibitor	core dimer inh	PP1 counter
COc1ccc(C(=O)Nc2ccccc2C(=O)O)cc1Cl	1.7	3.2	2.3	-5.1	-0.6	-2.4	1.2	-4.6	-3.1
O=S(=O)(Nc1ccc(Cl)cn1)c1cnc(Cl)c(Br)c1	4.5	-2.4	0.7	0.7	13.4	-0.1	-0.8	2.8	5.3
O=C(Nc1ccc(Cl)cc1)C1(S(=O)(=O)c2ccccc2)CC1	1.0	7.1	.	-3.6	.	0.0	.	.	.
CC(C)(C)N/N=C/c1cc(Cl)cc([N+](=O)[O-])c1O	2.1	-2.1	-1.6	-0.8	3.3	-0.1	0.8	6.6	-4.3
O=C(O)c1ccc(NC(=O)c2cn(-c3ccccc3)nc2-c2cccc(Cl)c2)cc1	6.1	0.1	4.6	-7.8	1.9	0.1	1.4	23.6	9.3
CC(=O)Nc1ccc(NC(=O)c2ccc(Cn3cc(Cl)cn3)cc2)cc1	2.0	5.1	-2.0	-5.4	-2.3	-0.1	-2.4	4.2	-1.7
CC1CCCCN1C(=O)c1cc(-c2ccc(Cl)c(Cl)c2)on1 (stereo unspecified)	9.2	-2.1	1.0	2.0	1.1	0.0	-1.9	7.1	-3.6

Outcome played no part in choosing rows (roughly 2.9% active in at least one column).
